# HePTP inh: human HePTP phosphatase inhibition | P35236 | recombinant HePTP phosphatase activity, OD absorbance | inhibition, % at 20 µM | 110,000 compounds, 0.64% hits | AID 521; in the data active means inhibition above about 50%;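 further: plate controls were vehicle for no effect and reference inhibitor for full effect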
# Target sequence (P35236 whole entry, looked up): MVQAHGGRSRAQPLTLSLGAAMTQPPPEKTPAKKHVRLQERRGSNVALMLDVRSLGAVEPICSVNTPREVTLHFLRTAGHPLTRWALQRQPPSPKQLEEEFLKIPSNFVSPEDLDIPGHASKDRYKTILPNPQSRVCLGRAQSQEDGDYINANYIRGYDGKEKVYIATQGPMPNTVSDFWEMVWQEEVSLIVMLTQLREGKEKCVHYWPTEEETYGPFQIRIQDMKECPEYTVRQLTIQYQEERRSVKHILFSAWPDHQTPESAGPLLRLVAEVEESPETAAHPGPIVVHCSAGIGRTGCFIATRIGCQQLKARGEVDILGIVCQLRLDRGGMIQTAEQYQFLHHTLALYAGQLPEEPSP
# BAP1 inh: inhibitors of human BAP1 deubiquitinase | activity remaining (% of control), % at 20 µM | Q92560 | 72,000 compounds, 0.48% hits | recombinant BAP1, Ub-AMC hydrolysis fluorescence kinetic; active compounds read low;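 active means activity remaining at or below 50% of control, provided the compound also passes the data quality filters; inactive means the rest, including low values that fail the filters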;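 further: 100% = DMSO wells rate and 0% = substrate alone blank rate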
# Target sequence (Q92560 whole entry, looked up): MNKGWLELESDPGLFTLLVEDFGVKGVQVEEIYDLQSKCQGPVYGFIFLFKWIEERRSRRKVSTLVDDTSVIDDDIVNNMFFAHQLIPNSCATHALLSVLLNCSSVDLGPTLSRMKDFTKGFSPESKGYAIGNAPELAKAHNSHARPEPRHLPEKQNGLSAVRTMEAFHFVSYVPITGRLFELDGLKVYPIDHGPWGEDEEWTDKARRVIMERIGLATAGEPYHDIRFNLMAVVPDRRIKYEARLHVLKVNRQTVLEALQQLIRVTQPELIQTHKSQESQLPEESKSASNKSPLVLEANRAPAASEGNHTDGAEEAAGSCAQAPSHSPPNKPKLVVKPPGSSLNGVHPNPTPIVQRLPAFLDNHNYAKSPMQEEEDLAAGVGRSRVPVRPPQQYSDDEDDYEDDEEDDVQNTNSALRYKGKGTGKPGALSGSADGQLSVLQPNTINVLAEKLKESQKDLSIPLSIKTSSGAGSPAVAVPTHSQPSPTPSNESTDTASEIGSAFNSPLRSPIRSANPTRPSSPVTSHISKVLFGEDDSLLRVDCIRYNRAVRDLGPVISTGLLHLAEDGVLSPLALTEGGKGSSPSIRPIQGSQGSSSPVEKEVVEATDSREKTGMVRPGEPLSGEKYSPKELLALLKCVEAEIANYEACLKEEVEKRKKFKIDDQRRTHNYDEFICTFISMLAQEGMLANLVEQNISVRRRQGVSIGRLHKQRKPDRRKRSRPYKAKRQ
# Starred values were filed as active, the others as inactive; . = no result given; & = joins results of further samples.
SMILES,HePTP inh,BAP1 inh
Cc1ccc2[nH]c(C(=O)O)c(NC(=O)CN3CCN(c4cccc(C)c4C)CC3)c2c1,1.7,76.2
CCc1nccn1S(=O)(=O)c1ccc(Br)cc1Br,-1.2,90.1
COC(=O)C1=C(C)N=C2SCCC(=O)N2C1/C=C/c1ccccc1 (centres undefined),1.2,74.2
COc1ccc(CCNC(=O)CN(C)S(=O)(=O)c2cccc3nsnc23)cc1OC,-0.1,93.6
CCOc1ccccc1N1CCN(C(=O)c2cccc([N+](=O)[O-])c2)CC1,10.9,.
COc1ccc(-n2c(SC3CCOC3=O)nc3ccccc32)cc1 (centres undefined),10.7,106.3
Cc1ccc(-n2ncc3c(N4CCCC4)ncnc32)c(C)c1,6.7,177.8
CCSc1nnc(NC(=O)C(CC)Oc2ccccc2)s1 (centres undefined),1.0,113.6
CCC(c1nnnn1CCOC)N1CCN(C(=O)c2ccco2)CC1 (centres undefined),4.9,105.5
COc1ccc(-c2noc(-c3ccccc3-c3ccccc3)n2)cc1OC,-14.1,101.8
COc1ccc(-c2nnc(SCCC(=O)O)n2-c2ccccc2)cc1,16.0,98.9
COc1ccc(N2CCN(C(=O)CC3NC4CCCCC4NC3=O)CC2)cc1 (centres undefined),2.6,101.2
Cc1ccc(S(=O)(=O)NC(C)(C)CN2CCN(CC(C)(C)NS(=O)(=O)c3ccc(C)cc3)CC2)cc1,6.4,.
Cc1ccc(NC(=O)C2CC=CCC2C(=O)OCC(Cl)=C(Cl)Cl)cc1 (centres undefined),-5.8,.
COc1cc(-c2nc(N)n[nH]2)cc(OC)c1OC,4.8,81.3
Cc1cc(OCC(=O)NC(C)c2ccccc2)cc(C)c1Cl (centres undefined),3.6,.
CC(=O)c1cccc(N(CC(=O)NCC2CCCO2)C(=O)CCC(=O)Nc2cc(C)on2)c1 (centres undefined),3.3,91.1
CCn1c(SCC(=O)c2cc(OC)ccc2OC)nnc1-c1ccncc1,6.3,127.0
CN(C(=O)c1ccc(Br)cc1)c1ccccc1,1.9,.
CCN(CC)c1ccc(NC(=O)c2ccc3c(c2)OCCO3)cc1,-10.0,.
COc1ccc(N2CCN(S(=O)(=O)/C=C/c3ccccc3)CC2)cc1,10.7,58.3
Cc1oc(-c2ccccc2)nc1Cn1cccc1C1=NC(c2ccccc2)CO1 (centres undefined),0.6,109.4
COc1ccc2[nH]c3c(NCCN(C(C)C)C(C)C)ncnc3c2c1,-1.7,.
O=C(Nc1ccccn1)c1cc(-c2ccccc2)nc2ccccc12,0.6,.
CCN(CC)C(=O)N1CCC(NC(=O)c2ccccc2)CC1,11.1,90.3
Cc1cc(C)cc(N(CC(=O)NCc2ccco2)S(=O)(=O)c2c(C)noc2C)c1,9.0,86.2
CCS(=O)(=O)c1nnnn1-c1ccccc1S(C)(=O)=O,-1.0,130.6
COc1ccc2oc(=O)c(-c3csc(Nc4ccccc4F)n3)cc2c1,.,75.7
CCC(Sc1ccc2nnc(-c3ccc(F)cc3)n2n1)C(=O)O (centres undefined),-1.4,52.9
CC1CCN(CCCCOc2ccccc2Br)CC1,6.8,.
CCOC(=O)c1oc2ccccc2c1NC(=O)c1ccc(S(=O)(=O)N2CCCC2)cc1,8.5,97.5
O=C(c1ccc(COc2c(F)c(F)cc(F)c2F)o1)N1CCN(c2ccc(Cl)cc2)CC1,-4.9,.
O=C(CCCCn1c(=O)[nH]c2ccsc2c1=O)NCc1cccnc1,4.1,94.4
Cc1sc2ncnc(N/N=C/c3ccc(Cl)cc3Cl)c2c1C,-3.4,.
O=C(CCNS(=O)(=O)c1cccc2nonc12)NC1CCCc2ccccc21 (centres undefined),4.6,.
CCn1c(C)nc2c(CN(C)C)c(O)ccc21,3.8,.
COc1ccc(CC(=O)NC(C)c2nnc(SCC(=O)Nc3nc(C)cs3)n2C)cc1 (centres undefined),4.0,103.2
CSc1nc(NCCOCCO)c2sc3nc(-c4ccco4)c4c(c3c2n1)CCC4,27.7,.
Cc1cccc(OCC(=O)Nc2ccc(I)cc2)c1C,-16.1,.
CC(C)(C)C(=O)Oc1ccc2c3c(c(=O)oc2c1)CCC3,-7.2,.
CC(=O)Nc1ccc(NC(=O)c2ccccc2OC(F)F)cc1,9.7,.
CCc1nc2oc3cc(OC)ccc3c(=O)c2c(=O)n1-c1ccccc1,8.9,103.8
CC(C)N(Cc1nc(-c2ccc(Cl)cc2)no1)C(=O)CCC1CCCC1,-0.9,81.9
COC(=O)c1ccc(-c2nc(-c3cccs3)no2)cc1,-3.8,93.7
CCOc1ccc(-c2nnc3ccc(SC)nn23)cc1,1.6,87.9
O=C(NCc1ccco1)c1sc(=S)n2c1[nH]c(=O)c1ccccc12,20.2,72.1
CCCOC(=O)C1=C(C)NC2=C(C(=O)CC(C)(C)C2)C1c1ccc(OC)cc1 (centres undefined),.,67.4
O=C(Cn1c(=O)sc2ccccc21)NCc1ccccn1,-4.5,89.5
COCCCNC(=O)CN(c1cccc(Br)c1)S(=O)(=O)c1ccccc1,2.9,.
CCn1c(=S)sc2c(=O)n(-c3ccccc3)c(SCC(=O)NCc3ccco3)nc21,9.1,77.0
CN(C(=O)COc1ccc(Cl)cc1)c1ccccc1C(=O)O,.,103.3
CCOc1ccccc1NC(=O)CN(c1cccc([N+](=O)[O-])c1)S(=O)(=O)c1ccccc1,0.0,.
CCOc1ccc(-c2csc(-c3cc4ccccc4oc3=O)n2)cc1,2.9,.
Cc1ccccc1-c1nc(CS(=O)CC(=O)NCCCN(C)c2ccccc2)c(C)o1 (centres undefined),5.1,86.5
Cc1cc(Nc2ccc(C)c(Cl)c2)n2ncnc2n1,-1.7,.
CCOC(=O)C1CCN(C2CC(=O)N(c3cccc(Br)c3)C2=O)CC1 (centres undefined),-0.8,.
CC(=O)Nc1c(O)nc(SCC(=O)Nc2nnc(CC(C)C)s2)[nH]c1=O,-1.1,89.1
CCC1CCCCN1CCn1c(=S)[nH]c2cc(OC)c(OC)cc2c1=O (centres undefined),1.2,89.5
Cc1ccc2c(c1)N(CC(=O)NC1CCC(C)CC1)C(=O)CO2 (centres undefined),0.8,105.9
COc1ccc(NC(=O)CCC(=O)NCCO)cc1,-2.4,.
# Further results.
SMILES,HePTP inh,BAP1 inh
Cc1ccc(S(=O)(=O)N(CC(=O)N2CCN(Cc3ccccc3)CC2)c2ccccc2F)cc1,.,213.4
COC(=O)C1=C(C(=O)OC)C2C=CC1C1C=CC21 (centres undefined),-6.9,.
Cc1cc(C)nc(SCC(=O)OCC(=O)Nc2nnc(C)s2)n1,-8.4,.
Cc1ccc(CCC(=O)Nc2ccc(Br)cc2)o1,-5.4,.
O=C(CCc1ccc(S(=O)(=O)N2CCOCC2)cc1)NCCc1ccccn1,9.0,109.8
CC(=O)N1CCN(CC(=O)Nc2c(Cl)cc(Cl)cc2Cl)CC1,7.4,77.5
COc1ccc(Br)cc1C(=O)NCc1cccnc1,5.7,108.9
CCOC(=O)c1sc(NC(=O)c2ccc(S(=O)(=O)N3CCOCC3)cc2)c(C(=O)OCC)c1C,4.1,.
CSc1ccccc1NC(=O)c1onc(C)c1Cl,1.0,105.6
COc1ccccc1C(c1nnnn1C(C)(C)C)N1CCN(C(=O)c2ccco2)CC1 (centres undefined),12.0,99.4
O=C(CN1CCN(c2ccccc2)CC1)N1CCN(c2ccccc2)CC1,5.1,88.1
CCC(CC)C(=O)Nc1cccc(C(=O)NCc2ccco2)c1,-7.2,87.4
COc1ccc(C2N(c3ccccc3)CCN2c2ccccc2)cc1,.,69.9
CCOC(=O)CSc1nc(N)c(C#N)c(-c2ccc(O)cc2)c1C#N,-10.5,.
O=C(NCc1ccccn1)c1cc(S(=O)(=O)N2CCN(c3ccccc3)CC2)ccc1Cl,10.4,98.7

# 7 entries already listed, ordered by their value in BAP1 inh, low to high.
SMILES,HePTP inh,BAP1 inh
CCCOC(=O)C1=C(C)NC2=C(C(=O)CC(C)(C)C2)C1c1ccc(OC)cc1 (centres undefined),.,67.4
Cc1cc(C)cc(N(CC(=O)NCc2ccco2)S(=O)(=O)c2c(C)noc2C)c1,9.0,86.2
COc1ccc(-c2nnc(SCCC(=O)O)n2-c2ccccc2)cc1,16.0,98.9
Cc1ccc2c(c1)N(CC(=O)NC1CCC(C)CC1)C(=O)CO2 (centres undefined),0.8,105.9
COc1ccc(-n2c(SC3CCOC3=O)nc3ccccc32)cc1 (centres undefined),10.7,106.3
COc1ccc(Br)cc1C(=O)NCc1cccnc1,5.7,108.9
Cc1oc(-c2ccccc2)nc1Cn1cccc1C1=NC(c2ccccc2)CO1 (centres undefined),0.6,109.4

# Other structures follow.
SMILES,HePTP inh,BAP1 inh
Cc1cccc(NC(=O)CN(c2ccc(Br)cc2)S(C)(=O)=O)c1,3.0,.
COc1ccc(OC)c(/C=C(/C#N)C(=O)Nc2ccc(Cl)cc2)c1,-6.4,.
COc1ccc(C2/C(=C(/O)c3ccc(C)cc3)C(=O)C(=O)N2CCCn2ccnc2)cc1 (centres undefined),-4.3,.
COc1ccccc1NC(=O)C1CC(=O)OC1c1ccccc1 (centres undefined),6.6,108.7
Cc1ccccc1-c1nc(CN2CCC(C(=O)N3CCN(c4ccccn4)CC3)CC2)c(C)o1,6.0,99.7
O=C(O)CSc1nnc(-c2cccs2)n1-c1ccc(Cl)cc1,-4.1,134.2
O=C(Cc1ccc(Br)cc1)Nc1ccc(F)cc1,9.6,.
COC(=O)c1cc(NC(=O)CN2CCOCC2)cc(C(=O)OC)c1,2.7,115.5
COCCN(C(=O)C(C)C)c1nnc(-c2cccc(C)c2)s1,4.2,.
Fc1ccc(NC(=S)NCc2cccnc2)cc1,8.6,.
CCN(CC)c1ncccc1C(=O)NCc1cccs1,8.1,102.9
CCOc1ccc2c(c1)-c1c(ssc1=S)C(C)(C)N2C(=O)CSc1nnc(N)s1,-16.4,.
CCOc1ccc(-c2nc3sc4c(c3c(=O)[nH]2)CCCC4)cc1OCC,6.3,.
COc1ccc(C(=O)c2coc3ccc(O)c(CN4CCOCC4)c23)cc1,10.9,90.3
COC(=O)c1ccc(NC(=O)c2ccc3c(c2)OCO3)cc1,1.9,75.5
CCOc1ccc(S(=O)(=O)N(CC(=O)OC)c2ccc(C)cc2)cc1,-14.5,.
O=C(CN1C(=O)/C(=C/c2ccccc2Cl)SC1=S)NCCc1ccccc1,-0.6,.
O=C1CCC(=O)N1c1cccc(-c2nc3ccccc3o2)c1,-0.2&-0.2,89.6
O=C(c1c(Cl)nc2sccn12)N1CCCc2ccccc21,1.6,.
CCS(=O)(=O)c1ccc(O)c(N2C(=O)C3C4C=CC(C4)C3C2=O)c1 (centres undefined),10.5,105.1
CN1CCc2c(sc3c2C(=O)NC(c2cccc(OC(=O)c4cccs4)c2)N3)C1 (centres undefined),7.8,58.2
COc1ccc(C2C(C(=O)NCC3CCCO3)CCC(=O)N2c2ccc3c(c2)OCO3)cc1 (centres undefined),-8.2,.
CC1(C)CC(=O)C2=C(C1)Nc1ccccc1NC2c1ccc(-c2ccccc2)cc1 (centres undefined),0.6,.
COc1cccc(C2NC(CC(C)C)(C(=O)O)C3C(=O)N(Cc4ccccc4)C(=O)C23)c1O (centres undefined),-0.7,92.9
CC(CN1CCCCC1)OC(=O)c1ccccc1Cl (centres undefined),8.5,108.2
Cc1[nH]n(-c2ccccc2)c(=O)c1S(=O)(=O)c1ccccc1,-4.6,.
O=C(COc1ccccc1)NC1CCN(Cc2ccccc2)CC1,9.2,83.7
Cc1ccc(S(=O)(=O)Oc2ccc(Br)cc2C=C2C(=O)NC(=O)NC2=O)cc1,6.0,.
CCOc1ccc(C2CC(c3ccc(F)cc3)Nc3nc(N)nn32)cc1 (centres undefined),-19.9,100.7
O=C1NCN(c2ccccc2)C12CCN(CCCC(c1ccc(F)cc1)c1ccc(F)cc1)CC2,.,67.0
CCn1c(=O)cc(OCC(=O)Nc2cc(C)ccn2)c2ccccc21,11.6,111.9
Cc1ccc2c(c1)CCCN2C(=O)C1CCCO1 (centres undefined),1.2,87.3
O=S1(=O)CCC(S(=O)(=O)N2CCCCCC2)C1 (centres undefined),-1.0,102.7
CCCC(c1nnnn1CCc1ccccc1)N1CCN(C2CCCC2)CC1 (centres undefined),10.0,102.1
CC(C)(C)n1cnc2cc(NS(=O)(=O)c3ccc(Br)cc3)ccc21,7.0,80.6
O=C(NCCO)C(=O)NCc1ccccn1,9.6,.
C=CCN1C(=O)/C(=C2/Sc3ccccc3N2CCCS(=O)(=O)O)SC1=S,5.9,56.7
COc1cc(NC(=O)c2c(F)cccc2F)nc(OC)n1,10.8,105.2
O=C(Nc1cccc(C(=O)N2CCOCC2)c1)c1cccnc1,-5.5,63.6
Clc1ccc(OCc2cn3cccnc3n2)c2ncccc12,4.3,.
O=C1CSC(c2cccc([N+](=O)[O-])c2)N1c1ccc(Oc2ccc(Cl)cc2)cc1 (centres undefined),.,126.0
CC1CCC(NS(=O)(=O)c2ccc3c(c2)n(C)c(=O)c(=O)n3C)CC1 (centres undefined),-1.7,96.3
CCN1CCN(C(=O)c2cnn3c(C(F)F)cc(-c4ccc(C)cc4)nc23)CC1,6.0,124.5
CN1C(=O)NC(c2ccc(O)cc2)C(C(=O)c2cccs2)C1(O)C(F)(F)F (centres undefined),2.2,100.8
CC(C)OP(C)(=O)CN1CCCC1=O (centres undefined),0.0,.

# Overlap with the part before: 4 compounds, then new ones.
SMILES,HePTP inh,BAP1 inh
CC1CCC(NS(=O)(=O)c2ccc3c(c2)n(C)c(=O)c(=O)n3C)CC1 (centres undefined),-1.7,96.3
CCN1CCN(C(=O)c2cnn3c(C(F)F)cc(-c4ccc(C)cc4)nc23)CC1,6.0,124.5
CN1C(=O)NC(c2ccc(O)cc2)C(C(=O)c2cccs2)C1(O)C(F)(F)F (centres undefined),2.2,100.8
CC(C)OP(C)(=O)CN1CCCC1=O (centres undefined),0.0,.
CCn1c2ccccc2c2cc(C=Nc3ccc(OC(F)(F)F)cc3)ccc21,-22.7,.
COc1cccc(CN2C(=O)C3(C(C#N)=C(N)OC4=C3C(=O)CCC4)c3ccccc32)c1 (centres undefined),6.3,100.0
C/C(=C1/C(=O)N(c2nc3ccccc3s2)N=C1C(F)(F)F)N1CCC2CCCN2C1 (centres undefined),6.7,.
C=CCn1c(=O)c2c(nc3n2CCN3c2cccc(Cl)c2C)n(C)c1=O,7.0,99.2

# Screening data deposited in PubChem BioAssay by several laboratories.
